Compound activity (PubChem)
MazEF act: increases E. coli MazEF RNase cleavage of RNA; P0AE70; FAM/BHQ RNA-DNA oligo cleavage fluorescence, 5 h; activation, % at 20 µM; 350,000 compounds, 0.32% hits; in the data active = activation above about 50%
Target sequence (P0AE70 whole entry, looked up): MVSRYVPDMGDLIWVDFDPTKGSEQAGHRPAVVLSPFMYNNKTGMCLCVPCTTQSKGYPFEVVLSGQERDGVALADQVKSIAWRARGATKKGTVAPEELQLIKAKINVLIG
CCHFV vOTU inh: blocks the CCHF virus ovarian tumor domain protease. 370,000 compounds, 0.55% hits. inhibition, % at 11.5 µM. CCHFV vOTU protease, Pep-AMC fluorescence; in the data active = inhibition above about 30%; also: 0% = vehicle wells with enzyme and 100% = no enzyme wells
Rv3671c inh: inhibitors of M. tuberculosis serine protease Rv3671c; 320,000 compounds, 0.048% hits; P9WHR9; inhibition, % at 5.96 µM; in the data active = inhibition above about 38%;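 also: extracellular domain of Rv3671c used as enzyme; 0% = enzyme with DMSO and 100% = no enzyme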
Target sequence (P9WHR9 whole entry, looked up, the tested form may be a part): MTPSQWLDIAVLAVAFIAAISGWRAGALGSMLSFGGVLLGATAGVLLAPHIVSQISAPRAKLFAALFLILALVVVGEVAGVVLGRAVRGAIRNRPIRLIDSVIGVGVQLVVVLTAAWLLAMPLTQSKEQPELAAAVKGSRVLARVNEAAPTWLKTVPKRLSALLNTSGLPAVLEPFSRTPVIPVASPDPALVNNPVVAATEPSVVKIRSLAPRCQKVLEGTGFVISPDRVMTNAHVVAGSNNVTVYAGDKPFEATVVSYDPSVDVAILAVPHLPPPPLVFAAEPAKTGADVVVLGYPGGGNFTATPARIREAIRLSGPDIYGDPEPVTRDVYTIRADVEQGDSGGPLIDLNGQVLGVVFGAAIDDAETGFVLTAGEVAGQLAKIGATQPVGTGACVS
PriA SSB inh: inhibitors of Klebsiella pneumoniae PriA binding to SSB C-terminal tail; AlphaScreen SSBct-PriA binding, biotinylated peptide; inhibition, % at 33 µM; 430,000 compounds, 0.6% hits; AID 1272365; in the data active = inhibition mostly above about 37%, no sharp cut-off; inactive = mostly below about 20%;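 also: plate controls were negative control peptide for no effect and reference peptide for full effect; strong numbers were not always called active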
VHR inh abs: blocks human VHR1 dual specificity phosphatase; P51452; 290,000 compounds, 0.52% hits; recombinant VHR phosphatase, pNPP absorbance; inhibition, % at 13.3 µM; in the data active = inhibition above about 50%; also: some compounds called inactive have numbers as strong as hits
Target sequence (P51452 whole entry, looked up): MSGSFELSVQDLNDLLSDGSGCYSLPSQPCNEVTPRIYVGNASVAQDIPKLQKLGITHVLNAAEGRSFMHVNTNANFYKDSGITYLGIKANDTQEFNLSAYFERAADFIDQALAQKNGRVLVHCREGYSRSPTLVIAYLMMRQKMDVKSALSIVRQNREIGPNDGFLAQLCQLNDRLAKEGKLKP
Anthrax LF inh2: blocks Bacillus anthracis lethal factor protease | multiplex microsphere protease cleavage assay, LF | inhibition, % at 10 µM | 360,000 compounds, 0.12% hits | AID 588501; also: plate controls were buffer without enzyme for full effect and enzyme alone for no effect
SARS 3CLpro inh: SARS-CoV 3CLpro protease inhibition; P0C6X7; recombinant SARS-CoV 3CLpro, quenched FRET peptide cleavage; inhibition, % at 6 µM; 290,000 compounds, 0.14% hits; AID 1706; in the data active = inhibition above about 12%
BoNT-A LC inh2: BoNT A light chain protease inhibition. inhibition, % at 10 µM. multiplex microsphere protease substrate cleavage, flow cytometry. AID 588499. 360,000 compounds, 0.17% hits; also: plate controls were buffer without enzyme for full effect and enzyme alone for no effect
BoNT F protease: blocks Botulinum neurotoxin F light chain protease; Multiplex microsphere protease cleavage assay, flow cytometry; AID 588497; inhibition, % at 10 µM; 360,000 compounds, 0.22% hits; in the data active = inhibition above about 35%, passing the limit was not always enough; inconclusive = no clear call, values can overlap the other calls; also: plate controls were buffer without enzyme for full effect and enzyme alone for no effect
PrPC TRFRET: inhibitors of human cell surface prion protein PrPC; P04156; TR-FRET read-out; inhibition, % at 13.8 µM; 370,000 compounds, 0.43% hits; in the data active = inhibition above about 24%; also: 0% = median of the test wells and 100% = reference compound wells
* hit, by the source's call; u = inconclusive; x = not tested or not shown. Rule as the data show it, unless noted: active = inhibition above about 30%; inconclusive = no clear call, values can overlap the other calls; inactive = below that. Not all compounds are listed; count on the stated rates, not on these rows.

SMILES	MazEF act	CCHFV vOTU inh	Rv3671c inh	PriA SSB inh	VHR inh abs	Anthrax LF inh2	SARS 3CLpro inh	BoNT-A LC inh2	BoNT F protease	PrPC TRFRET
COc1cc2ccccc2cc1C(=O)Nc1ccccc1Cl	-12	16	-15	-18	9	4	1	-2.2	-3	9
O=[N+]([O-])c1ccc2nc(CN3CCCCC3)[nH]c2c1	11	15	1	11	20	-2	-2	-0.8	-2	-10
CCOC(=O)COc1ccc2c(c1)c(C(C)=O)c(C)n2-c1ccccc1	1	-4	x	-32	3	1	-2	2.4	20	11
Cc1ccc(-c2c(C(=O)N/N=C/C3CCCCC3)nnn2-c2nonc2N)cc1	1	14	-28	x	14	-5	-2	-1.2	-7	-3
C[C@@H]1CN([C@@H](C)CO)C(=O)CCCn2nncc2CO[C@@H]1CN(C)C(=O)Nc1ccnc(N2CCOCC2)c1	8	-10	x	x	x	2	x	-0.2	2	-8
O=C(O)C1CC(=O)N(c2ccc(OCc3ccccc3)cc2)C1 (centres undefined)	3	-5	1	0	-19	1	3	2.8	4	10
CCOC(=O)c1ccc(NC(=O)CCc2nc(-c3ccc(Cl)cc3)no2)cc1	8	-2	-14	-10	3	2	0	-0.3	1	4
O=c1[nH]c(NCCO)c(N=Cc2ccccc2)c(=O)[nH]1	4	-25	-5	-17	x	-4	x	-2.3	26	2
COc1cc(C(O)P(=O)(OC2CCCCC2)c2ccc(N(C)C)cc2)cc(OC)c1OC (centres undefined)	6	4	-1	-8	25	-3	1	-1.6	-4	5
OC[C@H]1O[C@@](CO)(O[C@H]2O[C@H](CO)[C@@H](O)[C@H](O)[C@H]2O)[C@@H](O[C@H]2O[C@H](CO)[C@@H](O)[C@H](O)[C@H]2O)[C@@H]1O	4	-5	x	-10	x	-3	x	-0.2	1	1
CCCn1c(S(=O)(=O)O)nc2ccccc21	7	1	-2	1	12	1	5	0.9	-10	0
O=C(Nc1ccc(F)c(Cl)c1)c1cccnc1	10	-12	13	-13	9	x	-5	x	x	-5
O=C(CN1C(=O)S/C(=C\c2ccccc2Cl)C1=O)NCCCn1ccnc1	-5	-10	1	1	-4	1	3	-0.1	6	-5
COc1cccc(-c2nc(CS(=O)(=O)CC(=O)NCCCN3CC(C)CC(C)C3)c(C)o2)c1 (centres undefined)	8	-5	-11	8	106	-2	-5	-2.5	0	-6
COc1cc(Cl)c(C)cc1NC(=O)COC(=O)C1=NN(c2ccccc2)C(=O)CC1	2	1	2	-8	x	-3	x	0.5	2	1
Cc1ccccc1-c1nc(CN2CCC(C(=O)NCc3ccco3)CC2)c(C)o1	13	x	6	-14	34	-6	-1	1.8	1	x
Nc1nnc(-c2cccc([N+](=O)[O-])c2)o1	6	1	2	-9	-1	-1	-7	-0.9	-2	-28
CN1CCN(c2ccc([N+](=O)[O-])c(-n3nc(-c4ccccc4)c4ccccc4c3=O)c2)CC1	7	26	-2	38	36	-4	1	1.3	-9	-40
COc1ccc(S(=O)(=O)CC(=O)c2cc3cc(Br)ccc3oc2=O)cc1	12	8	-2	-1	19	1	0	1.2	-1	0
Cc1cc(CSc2ccccc2)ccc1NC(=O)c1ccc(Cl)c([N+](=O)[O-])c1	6	3	-10	-1	-8	-2	3	-1.0	-6	3
CC(C)C[C@H](N)C(=O)N1CCC(C(=O)N[C@H](C(=O)NCc2ccc(F)cc2)C(C)C)CC1	-1	-3	1	-7	-7	2	2	-0.1	-7	1
COCCn1nnnc1C(CC(C)C)N1CCN(c2ccccc2)CC1 (centres undefined)	3	-13	-8	-4	-9	-23	2	-0.7	0	5
CCN1CCCC1CN(Cc1cc2c(C)cc(C)cc2[nH]c1=O)C(=O)NC1CCCCC1 (centres undefined)	59*	3	-2	2	0	8	1	3.2	27	-5
CC(C)c1ccc(OCC(=O)NC(=S)Nc2ccc3c4c(cccc24)CC3)cc1	12	-2	-10	-2	17	u	0	u	u	-2
CC(C)(C)NCC(O)COc1ccccc1C(C)(C)C (centres undefined)	7	15	0	-2	15	-1	-2	-0.1	-4	14

Other structures follow:
SMILES	MazEF act	CCHFV vOTU inh	Rv3671c inh	PriA SSB inh	VHR inh abs	Anthrax LF inh2	SARS 3CLpro inh	BoNT-A LC inh2	BoNT F protease	PrPC TRFRET
CCOc1cc(-c2nccc3cc(OC)c(OC)cc23)cc(OCC)c1OCC	0	8	-7	-10	-10	11	-2	3.9	24	-8
NCCc1nnc(SCC(=O)Nc2cccc(Cl)c2)o1	9	4	1	3	-3	0	-2	-2.2	-8	4
CCC/C=N/NC(=O)CNC(=O)c1ccccc1Cl	2	-3	-2	x	17	-2	6	-0.3	0	-7
CSCCC(NC(=O)c1cccc(S(=O)(=O)N2CCOCC2)c1)C(=O)Nc1cccc(C)c1 (centres undefined)	0	-10	-12	-5	4	-5	-1	-0.5	-13	-1
CCCCCn1c(CCCNC(=O)CC)nc2ccccc21	0	12	14	0	-8	0	2	0.6	-1	6
CCOC(=O)C1(C)CCCN(C(=O)c2ccc3snnc3c2)C1 (centres undefined)	x	4	x	x	x	-7	x	0.1	0	-3
N#C/C(=C\c1ccc(F)cc1)c1n[nH]c(Cn2cncn2)n1	8	-3	8	-11	-12	0	-5	-0.1	-6	-7
C#CC(C)(O)C1CC(CC(=O)O)C1(C)C (centres undefined)	8	x	x	-8	x	-5	x	0.2	-3	x
COc1ccc(C)cc1NC(=O)c1cnc2scc(C)n2c1=O	-24	5	x	6	-10	-13	-1	-0.3	-4	-7
CC(=O)c1ccccc1OCCCCN1CCCCC1	3	-10	3	-2	4	10	3	-0.4	-17	2
CSc1ccc(/C=N/N2CCN(Cc3ccc(C)cc3C)CC2)cc1	-4	-2	-6	x	20	-2	3	-1.9	-6	7
CC(=O)Nc1ccc(SC[C@H](CC(C)C)N2CCN(CC(C)C)CCC2=O)cc1	-9	14	-19	-29	7	-5	x	0.4	-4	-2
COC(=O)c1ccccc1NC(=O)/C=C/c1ccco1	2	-2	-6	0	18	0	4	-0.4	1	-9
Cn1c(=O)cc(OCC(=O)N2CCN(C3CCCCC3)CC2)c2ccccc21	5	4	10	2	15	-5	-9	-1.1	-2	4
CC(C)C(=O)NC(C)C(c1cccs1)N1CCOCC1 (centres undefined)	6	-11	0	-3	0	-1	1	-0.9	1	1
Cc1ccc(S(=O)(=O)Nc2ccc(-n3c(C)nc4ccccc4c3=O)cc2)cc1	-18	5	-3	-9	x	-3	x	-2.8	-10	-1
O=C(CN1C(=O)/C(=C\c2cccc(Br)c2)Oc2ccccc21)NCC1CCCO1 (centres undefined)	-10	0	-3	-12	-22	-3	9	-2.9	-10	-3
O=C(O)C1CC=CCC1C(=O)N1CCCC1 (centres undefined)	1	-4	-15	3	12	-6	0	0.0	4	-4
COc1ccccc1N1CCN(C(=O)CN(c2ccccc2OC)S(=O)(=O)c2ccccc2)CC1	-8	9	8	1	7	-5	3	-0.1	0	4
Cc1nnsc1SCCNC(=O)Nc1ccc(Cl)cc1	7	0	2	-14	21	-2	-1	-0.1	-7	9
O=C(NN=C1C2CC3CC1CC(Cl)(C3)C2)c1ccccn1	4	-9	2	2	15	-1	-4	-0.3	1	3
Cc1c(OCC(=O)N2CCC[C@@H]2C(=O)O)ccc2c3c(c(=O)oc12)CCC3	9	4	4	-6	24	-1	0	-0.2	-5	-2
CC(C)Cc1nnc(NC(=O)CCC(=O)N2CCN(c3ccc(Cl)cc3)CC2)s1	6	3	3	0	4	0	-3	-0.8	-3	3
O=C(COC(=O)c1ccccc1Br)NCc1cccs1	-1	-7	-1	-16	x	2	x	1.8	0	-3
CC(=O)NC(=C(Cl)Cl)S(=O)(=O)c1ccccc1	-9	-8	-3	-11	22	-2	-4	0.3	-3	-4

Reprinted from the listing (6 entries):
SMILES	MazEF act	CCHFV vOTU inh	Rv3671c inh	PriA SSB inh	VHR inh abs	Anthrax LF inh2	SARS 3CLpro inh	BoNT-A LC inh2	BoNT F protease	PrPC TRFRET
CCOc1cc(-c2nccc3cc(OC)c(OC)cc23)cc(OCC)c1OCC	0	8	-7	-10	-10	11	-2	3.9	24	-8
NCCc1nnc(SCC(=O)Nc2cccc(Cl)c2)o1	9	4	1	3	-3	0	-2	-2.2	-8	4
CCC/C=N/NC(=O)CNC(=O)c1ccccc1Cl	2	-3	-2	x	17	-2	6	-0.3	0	-7
CSCCC(NC(=O)c1cccc(S(=O)(=O)N2CCOCC2)c1)C(=O)Nc1cccc(C)c1 (centres undefined)	0	-10	-12	-5	4	-5	-1	-0.5	-13	-1
CCCCCn1c(CCCNC(=O)CC)nc2ccccc21	0	12	14	0	-8	0	2	0.6	-1	6
CCOC(=O)C1(C)CCCN(C(=O)c2ccc3snnc3c2)C1 (centres undefined)	x	4	x	x	x	-7	x	0.1	0	-3

Other compounds follow.
SMILES	MazEF act	CCHFV vOTU inh	Rv3671c inh	PriA SSB inh	VHR inh abs	Anthrax LF inh2	SARS 3CLpro inh	BoNT-A LC inh2	BoNT F protease	PrPC TRFRET
CNC(=S)NNC(=O)c1sccc1OCc1ccccc1	-7	-6	-3	-16	21	0	2	u	0	-5
CN1CCCC(C(=O)c2ccc(-c3ccccc3)cc2)C1 (centres undefined)	5	-14	2	5	28	-1	8	0.7	-21	-3
COC(=O)c1ccsc1NC(=O)CN1CCN(Cc2ccc3c(c2)OCO3)CC1	-7	2	-8	-16	26	-1	0	1.8	1	-7
CC1CN(C(=O)CCN2C(=O)c3ccccc3C2=O)CC(C)O1 (centres undefined)	5	0	-1	-15	12	-1	0	0.2	22	2
CCO[C@H]1OC(C(=O)NC2CC2)=C[C@@H](c2c[nH]c3ccccc23)[C@@H]1CCCO	10	-3	3	-10	0	14	x	-0.2	1	2
CC(=O)Nc1ccc(NC(=S)NC(=O)c2ccc([N+](=O)[O-])cc2)cc1	-5	6	0	-14	-4	0	2	-1.1	-12	-28
O=S(=O)(c1cccc(-c2nnc3n2CCCCC3)c1)N1CCOCC1	5	23	-3	1	25	3	2	-1.3	-1	1
COc1ccc(CCNC(=O)CSc2ncnc3c2oc2ccccc23)cc1OC	-6	12	-3	-11	7	-3	0	-0.3	-15	6
COc1ccccc1N1CCN(CC(=O)Nc2ccccc2C(=O)NC(C)c2ccccc2)CC1 (centres undefined)	-6	7	-6	2	x	-5	x	-0.1	-4	10
CCOC(=O)C1=C(O)C(=O)N(c2ccc(S(N)(=O)=O)cc2)C1c1ccccc1 (centres undefined)	-1	5	-2	1	17	8	-5	0.3	u	5
CSC1=C(C#N)C(CC(C)C)C2=C(CCCC2=O)N1 (centres undefined)	-1	3	-6	-4	14	-3	4	-0.4	-8	0
Cc1ccc(NC(=O)Cn2c(CCC(=O)O)ccc2-c2cccs2)cc1Cl	-8	22	-5	-14	-6	-2	3	0.3	2	22
CCOC(=O)c1c(NC(=O)COC(=O)c2ccccc2NC)sc(C(=O)N(C)C)c1C	5	-1	-15	-9	0	2	10	4.5	-3	9
O=C(NCCCCCCNC(=O)OCCO)OCCO	3	-9	2	-5	-5	-2	-4	0.3	-6	11
CCOC(=O)[C@]12CCCC=C1N(Cc1cccc3ccccc13)C(=O)[C@H](CC(=O)N1CCN(C(=O)c3ccco3)CC1)C2	x	17	x	x	x	-7	x	0.1	-13	7
Cc1ccc(SCC(=O)NC(C)c2ccccc2)cc1 (centres undefined)	4	-15	1	-7	16	-5	2	-2.3	u	7
COC(=O)CSC1=NP(=S)(SCC(=O)OC)N2CCCC2=C1C#N (centres undefined)	1	9	-3	-4	19	0	1	0.8	-11	-2
Cc1cccc(C)c1NC(=O)C[n+]1cc(-c2ccccc2)n2c1CCC2	0	-5	6	2	13	8	-2	2.3	u	6
CC(C)(C)OC(=O)N(CCc1ccccc1)Cc1ccccc1OCc1cccc(NC(=O)C2CC2)c1	1	15	x	-5	x	-1	x	0.3	0	2
CCc1nnc(NC(=O)c2ccco2)s1	-6	19	x	x	x	-2	x	0.2	-11	7
Cc1ccc(C2(c3noc(CN4CCOCC4)n3)CCCC2)cc1	4	5	0	-17	31	7	2	0.4	1	3
Cc1ccc(-n2[nH]c(C)c(C=Nc3ccc4[nH]c(=O)[nH]c4c3)c2=O)cc1C	63*	10	21	11	21	-4	0	-0.6	-2	5
CCOC(=O)c1[nH]ncc1CN1CCCC(C(=O)c2cc(Cl)ccc2OC)C1 (centres undefined)	-3	-16	-13	-9	16	1	3	0.3	0	-7
